# Screening data (PubChem BioAssay)
# IDE cell activ = human IDE activators in live cells, primary screen, fluorescence polarization, HEK cells, FAbeta-B substrate. Insulin-degrading enzyme (Homo sapiens), P14735. FAbeta-B cleavage; 0% vehicle, 100% cell-free pure enzyme wells. activation, % at 5.96 µM. 340,000 compounds, 0.073% hits;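 active = activation above the mean of all tested compounds plus 3 SD, set per screening campaign, cut at about 17% in these data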
# GalR3 antagonist = GalR3 antagonists in HEK293 cells, primary screen, cell-based, fluorescence readout; inhibition, % at 3 µM; 360,000 compounds, 0.44% hits; HEK293 GalR3-CNG cAMP membrane potential fluorescence; galR3 body fused to GalR1 C-terminus; AID 651719, 2012; Galanin receptor type 3 (Homo sapiens), O60755;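 active = inhibition above the screen-wide average plus 3 SD, cut at about 13% in these data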;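 note: forskolin and galanin both at EC90 stimulate the cells; cAMP rise reported by CNG channel membrane potential dye signal; 0% = forskolin plus galanin with DMSO and 100% = forskolin alone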
# HCV NS3 hel inh = inhibitors of HCV NS3 helicase, primary screen, biochemical, Cy5 molecular beacon fluorescence; inhibition, % at 10.9 µM; AID 1800, 2009; Hepatitis C virus NS3 helicase; 290,000 compounds, 0.56% hits; NS3 helicase DNA unwinding;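 active = inhibition above the mean of all tested compounds plus 3 SD, set per campaign, cut at about 35% in these data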;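 note: 0% = DMSO wells and 100% = thioflavine S control wells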
#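 Assay system – hepatitis C virus NS3 helicase domain fragment enzyme · Buffer or medium – MOPS pH 6.5, MgCl2, DTT, Tween20, BSA · Reagent – Cy5/quencher beacon DNA duplex and ATP to start · Compound – single 10.9 µM dose · Timing – 1 h at 25 °C · Technique – Cy5 beacon fluorescence read at start and 1 h · Measure – % inhibition of unwinding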
# IDE cell inh = human IDE inhibitors in live cells, primary screen, fluorescence polarization, HEK cells, FAbetaB substrate; Insulin-degrading enzyme (Homo sapiens), P14735; FAbetaB cleavage; inhibition, % at 5.59 µM; 320,000 compounds, 0.41% hits; AID 434962, 2010;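 active = percent inhibition above the average of all tested compounds plus 3 SD, set per screening campaign, cut at about 16% in these data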;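 note: IDE supplied by intact live HEK cells; FP after avidin binding of uncleaved biotin substrate so inhibition keeps polarization high; 0% = DMSO wells and 100% = 60 µM reference IDE inhibitor Ii1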
# VIM-2 inhibitor = VIM-2 metallo-beta-lactamase inhibitors, primary screen, biochemical, epi-absorbance readout, Pseudomonas aeruginosa enzyme. purified VIM-2, nitrocefin hydrolysis, epi-absorbance fluorescence. 290,000 compounds, 0.89% hits. inhibition, % at 5.6 µM;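 active = inhibition above the mean of all tested compounds plus 3 SD, cutoff set per screening run, cut at about 7.5% in these data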;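 note: red hydrolysis product quenches plate fluorescence so inhibitors raise well fluorescence; 0% = enzyme with DMSO and 100% = DMSO without enzyme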
# IMP-1 inhibitor = IMP-1 metallo-beta-lactamase inhibitors, primary screen, biochemical, epi-absorbance readout, Pseudomonas aeruginosa enzyme. inhibition, % at 5.6 µM. purified IMP-1, nitrocefin hydrolysis, epi-absorbance fluorescence. 290,000 compounds, 0.45% hits;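 active = inhibition above the mean plus 3 SD of all compounds in the same screening run, cut at about 4.5% in these data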;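 note: 0% = IMP-1 with DMSO and 100% = DMSO wells lacking enzyme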
#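 system = purified recombinant IMP-1 beta-lactamase | amount = 0.2 nM IMP-1, as dispensed | medium = HEPES buffer pH 7.1 with ZnSO4 and Brij 35 | times = 25 °C, 15 min preincubation, 25 min reaction | detection = plate fluorescence quenching by hydrolysis product, ex 480/em 530 nm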
# pCIP destab = p/CIP-EGFP fusion destabilizers, primary screen, fluorescence, F442A cells | Q05BA5 | 16 h | decrease of EGFP signal, % at 10 µM | 290,000 compounds, 0.01% hits;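 active = EGFP signal decrease of at least 30% at 10 µM or well 3 SD below plate mean, unless failing retest; inactive = the rest, including hits failing retest or dose response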; note: some compounds called inactive have numbers as strong as hits; many of its hits are not listed in these tables
# Target sequence (Q05BA5 1-1403): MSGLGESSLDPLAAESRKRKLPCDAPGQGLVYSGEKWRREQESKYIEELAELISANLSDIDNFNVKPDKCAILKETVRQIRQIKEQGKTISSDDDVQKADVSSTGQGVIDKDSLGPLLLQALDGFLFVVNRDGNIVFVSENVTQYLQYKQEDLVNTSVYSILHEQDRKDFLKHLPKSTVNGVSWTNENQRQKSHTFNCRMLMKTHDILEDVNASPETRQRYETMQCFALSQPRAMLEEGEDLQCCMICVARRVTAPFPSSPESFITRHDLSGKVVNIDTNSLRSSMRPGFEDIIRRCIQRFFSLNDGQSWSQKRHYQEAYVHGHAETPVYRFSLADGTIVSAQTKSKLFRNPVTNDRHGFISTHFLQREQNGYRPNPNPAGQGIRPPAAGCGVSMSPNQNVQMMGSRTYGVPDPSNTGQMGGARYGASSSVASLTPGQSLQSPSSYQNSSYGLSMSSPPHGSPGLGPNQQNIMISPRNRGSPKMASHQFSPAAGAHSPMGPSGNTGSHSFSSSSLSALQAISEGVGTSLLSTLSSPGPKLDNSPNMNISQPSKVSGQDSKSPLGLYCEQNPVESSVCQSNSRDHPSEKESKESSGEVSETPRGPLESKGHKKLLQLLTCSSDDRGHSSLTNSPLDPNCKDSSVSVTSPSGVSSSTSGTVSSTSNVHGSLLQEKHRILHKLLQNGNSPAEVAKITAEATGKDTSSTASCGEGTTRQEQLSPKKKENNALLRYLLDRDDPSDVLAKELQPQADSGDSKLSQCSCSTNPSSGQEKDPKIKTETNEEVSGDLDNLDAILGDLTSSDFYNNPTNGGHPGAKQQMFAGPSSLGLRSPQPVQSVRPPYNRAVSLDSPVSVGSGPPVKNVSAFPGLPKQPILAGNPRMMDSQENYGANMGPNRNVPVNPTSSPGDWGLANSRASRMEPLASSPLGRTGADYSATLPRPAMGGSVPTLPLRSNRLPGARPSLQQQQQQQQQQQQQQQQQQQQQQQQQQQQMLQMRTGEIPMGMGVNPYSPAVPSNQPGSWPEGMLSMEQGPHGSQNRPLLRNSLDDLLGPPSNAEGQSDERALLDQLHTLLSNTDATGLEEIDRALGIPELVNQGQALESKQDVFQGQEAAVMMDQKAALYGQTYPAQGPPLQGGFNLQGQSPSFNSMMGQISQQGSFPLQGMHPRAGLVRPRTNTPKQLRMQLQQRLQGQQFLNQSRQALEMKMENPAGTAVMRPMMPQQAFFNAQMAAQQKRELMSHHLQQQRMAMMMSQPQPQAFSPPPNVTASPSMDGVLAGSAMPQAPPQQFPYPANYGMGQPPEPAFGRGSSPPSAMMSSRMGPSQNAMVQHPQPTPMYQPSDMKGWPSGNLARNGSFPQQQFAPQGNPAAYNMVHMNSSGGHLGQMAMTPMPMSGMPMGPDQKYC
# SUMO HTRF inh = inhibitors of in vitro SUMOylation cascade, primary screen, biochemical, HTRF, uHTS. SUMO-conjugating enzyme UBC9 (Homo sapiens), P63279. HTRF SUMOylation assay, SAE1/SAE2 + UBC9. inhibition, % at 35 µM. 290,000 compounds, 0.36% hits; in the data active = inhibition above about 50%, passing the limit was not always enough; note: strong numbers were not always called active
# CRFR2-BP antag = antagonists of CRF-BP/CRF-R2 complex, primary screen, cell-based, HEK293, calcium dye fluorescence, uHTS; CRF-induced calcium fluorescence; inhibition, % at 11.8 µM; 350,000 compounds, 0.59% hits; AID 588475, 2011;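 active = inhibition of the ligand-induced calcium signal above about 50% at the single tested concentration, limit read from the data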
# * = called active by the depositor; x = not tested or not shown.
IDE cell activ,GalR3 antagonist,HCV NS3 hel inh,IDE cell inh,VIM-2 inhibitor,IMP-1 inhibitor,pCIP destab,SUMO HTRF inh,CRFR2-BP antag,SMILES
-3,-7,-6,2,-0.8,-3.7,0,30,42,CC(=O)c1ccc(NC(=O)C2CC(=O)N(Cc3ccccc3)C2)cc1 (centres undefined)
5,-4,14,-2,-4.5,-2.4,-10,30,51*,Cc1nc(N)sc1-c1csc(N(C)c2ccc(O)cc2)n1
-1,-2,x,1,x,x,x,x,1,CCn1nnc2cc(C(=O)Nc3cc(OC)cc(OC)c3)ccc21
x,x,-6,x,-2.6,-2.1,1,3,x,CCOCCOC(=O)COc1ccc(N2C(=O)c3ccccc3C2=O)cc1
1,1,6,1,-0.5,-1.4,-8,10,5,CSc1ncccc1C(=O)NC1CC(C)(C)Cc2c1cnn2-c1ccccc1C (centres undefined)
-3,-6,-1,3,-0.2,-0.8,4,7,2,COc1ccc(N(CC(=O)N2CCc3ccccc3C2)S(C)(=O)=O)cc1Cl
0,-10,11,-3,-5.1,-4.4,-11,-10,-5,Cc1sc2ncnc(N3CCCCC3C)c2c1C (centres undefined)
2,-5,-24,6,-1.1,-0.7,-6,-1,34,CC(C)c1ccc(NC(=O)c2ccc3c(c2)C(=O)N(Cc2cccnc2)C3=O)cc1
5,-2,9,-3,-1.9,-1.4,1,17,-8,Cn1c(N)c(S(=O)(=O)N2CCCC2)c(=O)n(C)c1=O
2,-8,1,6,-4.6,-3.0,4,-10,0,O=C(NNc1nc(-c2ccccc2)cs1)c1ccc(F)cc1
x,-9,3,3,-1.8,-1.4,-5,-12,-23,Cn1c(SCc2ccc(C(C)(C)C)cc2)nnc1C1COc2ccccc2O1 (centres undefined)
4,-1,3,-8,-4.2,-5.5,2,-7,-10,COc1ccc(/C=C2\CCCC(C(=O)C(F)(F)F)=C2O)cc1
3,-4,x,4,x,x,-5,22,-2,COC(=O)CCCC1=CC2=CC(=O)C(C)(OC(=O)c3cccs3)C(=O)C2=CN1CCc1ccccn1 (centres undefined)
8,-7,-2,9,-1.6,-3.5,-4,11,-23,COc1ccc(C(=O)C2CCN(C(=S)Nc3ccc(F)cc3)CC2)cc1
2,1,-10,0,0.8,-3.5,-10,-3,-1,COc1ccccc1NC(=O)C(C)OC(=O)C1CC(=O)N(c2ccc3c(c2)OCCO3)C1 (centres undefined)
-5,-2,3,1,-3.1,-3.8,-4,-7,-1,COCCNC(=O)CCC(=O)NNc1nc2ccccc2c2nc(C)nn12
4,x,-1,2,-0.2,0.1,4,16,-8,O=S(=O)(NCc1csc(-c2cccnc2)n1)c1cccs1
1,0,1,2,-6.9,-4.2,-39,18,3,Cc1cc([N+](=O)[O-])ccc1N=Nc1c(N)[nH]n(-c2ccccc2)c1=O
1,-3,-5,8,-1.7,-1.2,-9,0,2,COc1cc([N+](=O)[O-])ccc1NC(=S)Nc1cccc(C(=O)O)c1
1,-6,-4,-7,0.3,-1.9,-4,21,10,NC(=O)C1CCN(C(=O)CN(C2CCCCC2)S(=O)(=O)c2ccc(F)cc2)CC1
6,-9,19,-2,-2.3,-2.8,-4,16,5,COc1ccc(-c2cc(C(=O)N3CCCC3)no2)cc1
2,2,5,1,-1.2,0.2,-4,11,8,CNC(=O)C1=C(C)NC(=S)NC1c1cccs1 (centres undefined)
-2,-5,2,0,14*,-0.9,4,27,8,Cc1csc2c(C#N)c(=O)c3c(n12)CCC3
x,9,-5,5,-0.4,-3.1,-9,31,13,COC(=O)c1cc2c(C(F)(F)F)nn(C)c2s1
5,x,5,2,-3.5,-5.2,-9,14,-15,CC(CNC(=O)CCC(=O)N1CCOc2ccccc21)c1ccccc1 (centres undefined)
4,-5,-14,2,-4.0,0.0,-7,26,6,N=c1n(CCN2CCOCC2)c2ccccc2n1CC(=O)c1ccc(Cl)c(Cl)c1
0,0,11,0,1.4,-0.1,-6,-19,-12,COc1ccc(C(C(=O)NC2CCCCC2)N(C(=O)c2ccco2)c2ccccc2C(C)=O)cc1 (centres undefined)
x,-4,-14,7,-2.4,-3.3,-6,1,-12,CCc1cccc(CC)c1N(COC)C(=O)Cn1cnc2ccccc21
6,0,-1,-2,1.8,0.6,1,11,3,NC(=O)CN(C/C=C/c1ccccc1)C/C=C/c1ccccc1
6,-4,x,-3,x,x,x,x,-3,Cc1ccc(S(=O)(=O)N2[C@@H](c3ccc4c(c3)OCO4)C(C(=O)O)=C[C@H]2C(C)(C)C)cc1

# Next section:
IDE cell activ,GalR3 antagonist,HCV NS3 hel inh,IDE cell inh,VIM-2 inhibitor,IMP-1 inhibitor,pCIP destab,SUMO HTRF inh,CRFR2-BP antag,SMILES
3,-2,0,0,-2.0,-3.9,-1,3,-1,COc1ccc(-c2nnc(SC(C)C(=O)Nc3ccc4c(c3)OCCO4)o2)cc1 (centres undefined)
0,2,-3,2,0.6,-2.1,-8,16,-3,O=C(NCc1ccco1)C1CC(c2ccc(Cl)c(Cl)c2)=NO1 (centres undefined)
6,-6,x,-4,x,x,x,x,-4,CN(CC(=O)Nc1ccc(F)c(F)c1F)C(=O)c1ccc(N2CCCC2=O)cc1
3,-9,2,2,-1.8,-3.3,-5,23,-1,Cc1cc(C)c2c(N)c(S(=O)(=O)c3ccccc3)sc2n1
10,x,-11,2,0.3,-3.0,4,-6,7,CCC(=O)Nc1cccc(NC(=O)c2cccc([N+](=O)[O-])c2)c1
2,-1,5,6,-1.4,-1.0,-8,-2,-2,COc1ccc(CCNC(=O)[C@@H]2C[C@H]2c2ccccc2)cc1OC
-7,-3,14,0,-4.4,-2.5,-9,12,-9,COc1ccc(C2C(C#N)=C(N)OC3=C2C(=O)CCC3)cc1OC (centres undefined)
x,3,43*,6,0.7,-1.9,11,3,10,O=S(=O)(Cc1ccco1)Cc1nc(-c2ccc(Cl)cc2)cs1
0,-6,-1,0,-2.0,-2.4,7,8,14,Cc1cc(=O)c2cc(C(=O)c3ccccc3)ccc2[nH]1
4,-1,1,-14,-1.6,-1.4,-8,10,-11,c1ccc(C2(CNc3ccccn3)CCCC2)cc1
0,-9,-4,x,-1.5,1.1,-2,-5,-32,Cc1nc(NC(=O)C2CC2)sc1C(=O)Nc1ccccc1Cl
4,9,-1,2,-0.2,-6.5,3,12,-8,CC1CCCC(C)N1CC(C)(C)NS(=O)(=O)c1ccc(Cl)cc1 (centres undefined)
x,x,8,3,0.9,-0.8,-1,-6,x,Cc1c(Cl)cn2c(=O)cc(CN3CCN(c4ccc(F)cc4)CC3)nc2c1Cl
1,-3,-2,8,-4.2,-3.4,-8,0,-8,O=C(CNC(=S)NC(=O)c1ccccc1)c1ccccc1
4,-5,2,3,1.1,0.8,-11,60*,16,COc1ccc(C(=O)Nc2ccc(C(=O)NCCc3ccc(OC)c(OC)c3)cc2)cc1
-1,-4,24,4,-0.3,-4.0,3,5,-6,CCOc1ccccc1N1C(=O)c2ccc(C(=O)O)cc2C1=O
-2,-3,-7,0,-2.5,-3.6,0,9,-3,COc1cccc(S(=O)(=O)Nc2cccc(C(=O)N3CCOCC3)c2)c1
3,-4,x,-3,x,x,x,x,-8,Cc1ccn2c(=O)nc(SCC(=O)NC3CCCC3)nc2c1
1,-2,-1,-1,0.0,1.0,2,-5,2,CC(=O)Nc1cccc(NC(=O)Nc2cccc3ccccc23)c1
3,-4,11,2,1.1,-4.5,6,1,-2,CCCCCn1c(CN2CCN(C(=O)OCC)CC2)nc2c1c(=O)[nH]c(=O)n2C
4,-4,x,-1,x,x,x,x,-4,COc1ccc(S(=O)(=O)N2CCCCC2)cc1NC(=O)C1CC(=O)N(Cc2ccccc2)C1 (centres undefined)
0,0,10,7,-2.0,-3.6,2,3,6,O=C(N/N=C/c1ccc(N2CCCCC2)o1)c1ccccc1
4,-1,-4,6,1.6,-1.7,3,4,-5,CC(=O)N1CCN(Cc2cc(=O)n3cc(Cl)c(C)c(Cl)c3n2)CC1
9,-6,0,2,-1.4,-3.0,13,10,-12,COc1ccc(CCNC(=O)c2ccc(=O)[nH]c2)cc1
-12,-1,-2,1,-0.2,-3.3,9,-1,0,CCOC(=O)c1ccc(N2C(=O)CC(N3CCCC(C)C3)C2=O)cc1 (centres undefined)
7,-7,5,3,-2.3,-2.9,2,-8,40,COc1ccc(Cn2nnc3c(=O)[nH]c(C4CCN(C(=O)c5ccccc5Cl)CC4)nc32)cc1
4,-11,-11,-3,-1.1,-1.7,-3,5,7,Cc1cccc(C)c1NC(=O)C1CCCN1C(=O)NCc1ccccc1 (centres undefined)
-3,-2,1,0,-0.9,-2.6,6,8,4,COC1(c2ccccc2)NC(=S)NN=C1c1ccccc1 (centres undefined)
3,0,8,0,-2.9,-3.8,1,9,25,CCOC(=O)CSC1=C(C#N)C(c2ccc(C)cc2)C(C(=O)OC)C(=O)N1 (centres undefined)
4,2,0,-2,-3.6,-4.3,-1,12,8,N#CCSc1nn(-c2ccc(F)cc2)c(=S)s1

# Next results follow.
IDE cell activ,GalR3 antagonist,HCV NS3 hel inh,IDE cell inh,VIM-2 inhibitor,IMP-1 inhibitor,pCIP destab,SUMO HTRF inh,CRFR2-BP antag,SMILES
-4,4,1,3,-3.7,-2.4,7,1,7,Cc1ccc(S(=O)(=O)N2CCCC2)s1
-1,4,-1,-2,-4.7,-2.9,-9,10,-17,NC(N)=Nc1nc2ccc(Cl)cc2c(=O)[nH]1
3,-5,-3,-5,-2.6,-0.5,-16,-14,-9,CCOc1cccc(NC(=O)C2CC(=O)N(C)C(=Nc3ccccc3)S2)c1 (centres undefined)
-3,-6,-4,3,-1.7,-3.1,0,28,11,CCCNC(=O)c1cc2c3ccccc3n(C)c2s1
0,-7,7,-1,-3.5,-4.0,37,3,-3,O=C(c1cc(-c2ccccc2)on1)N1CCN(C(=O)c2ccco2)CC1
0,-1,-5,7,-1.2,-0.6,-3,4,11,CC1(C)CC(=O)C2=C(C1)N(Cc1ccccc1)C(=O)C2(O)C(F)(F)F (centres undefined)
-3,-9,-13,4,-3.0,-1.3,7,16,-10,Cn1c(-c2ccc3c(c2)OCO3)cnc1NCc1ccccc1Cl

# Reprinted at random: three records from the list, in no set order.
IDE cell activ,GalR3 antagonist,HCV NS3 hel inh,IDE cell inh,VIM-2 inhibitor,IMP-1 inhibitor,pCIP destab,SUMO HTRF inh,CRFR2-BP antag,SMILES
-3,-6,-4,3,-1.7,-3.1,0,28,11,CCCNC(=O)c1cc2c3ccccc3n(C)c2s1
0,-7,7,-1,-3.5,-4.0,37,3,-3,O=C(c1cc(-c2ccccc2)on1)N1CCN(C(=O)c2ccco2)CC1
3,-5,-3,-5,-2.6,-0.5,-16,-14,-9,CCOc1cccc(NC(=O)C2CC(=O)N(C)C(=Nc3ccccc3)S2)c1 (centres undefined)
